# Assay outcomes (PubChem)
# FUS suppressor = qHTS for Suppressors of FUS Proteinopathy: Primary screen using FUS-linked yeast assay; 390,000 tested, 0.24% active; S. cerevisiae FUS-expressing, growth rescue, OD600, 24 h; Potency, µM (series often up to 76.6 µM), inactives show top-dose growth rescue (activation), most hits filed as activators;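 also: plate controls were DMSO vehicle for no effect and reference control for full effect; nearly all actives have a fitted effect of over 55% in size; some results filed as inactive show a strong effect at the top dose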
#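 FUS-expressing yeast, raffinose-pregrown, induced in 2% galactose minimal medium at OD 0.005; compounds in a dilution series, 24hr at 30C. Growth restoration read as absorbance at 600 nm. CP55940 positive control, DMSO negative.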
# TDP43 rescue = qHTS of TDP-43 Inhibitors. Potency, µM (titrated, usually from 46.1 µM), for the others: at the top dose growth rescue (activation), actives largely listed as activators. AID 652104, 2013. 410,000 tested, 1.8% active. TDP-43 expressing yeast growth rescue, BacTiter-Glo, 24 h; also: % of control where 0% means no effect; nearly all actives have a fitted effect of over 50% in size
#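 Readout is BacTiter-Glo luminescence of cell growth, so inhibitors register as activators. TDP-43-expressing yeast at OD600=0.02 in galactose medium, after raffinose pregrowth to mid-log, were incubated with compound for 24 hr at 30 deg C.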
# EPAC2 agonist = qHTS for Agonist of cAMP-regulated guanine nucleotide exchange factor 4 (EPAC2): primary screen | Rap guanine nucleotide exchange factor 4 (Homo sapiens), Q8WZA2 | EPAC2 activation, biochemical qHTS; response scale: 100% = 6.5 mM cAMP response | Potency, µM (highest dose often 154 µM), without a hit: top-dose activation, usual class: activators | 360,000 tested, 0.079% active; also: nearly all actives have a fitted effect of over 50% in size
#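 EPAC2 (100 nM) mixed with Rap1B loaded with BODIPY-GDP (250 nM) plus 50 uM unlabeled GDP; compounds pinned in, 5 min RT, then read every 5 min for 30 min (ex 480, em 540 nm). Normalized to cAMP control.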
# PTHR1 agonist = qHTS for PTHR1 Agonists: Primary Screen | Parathyroid hormone/parathyroid hormone-related peptide receptor (Homo sapiens), Q03431 | HEK293 GP2 PTHR1 cells, GloSensor cAMP luminescence, 1 h | Potency, µM (highest dose often 115 µM), for inactives: at the highest dose activation, most hits filed as activators | 410,000 tested, 0.075% active; also: nearly all actives have a fitted effect of over 55% in size; some results filed as inactive show a strong effect at the top dose; inactives centre near -15; many of its hits are not listed in these tables
# Target sequence (Q03431 whole entry, looked up): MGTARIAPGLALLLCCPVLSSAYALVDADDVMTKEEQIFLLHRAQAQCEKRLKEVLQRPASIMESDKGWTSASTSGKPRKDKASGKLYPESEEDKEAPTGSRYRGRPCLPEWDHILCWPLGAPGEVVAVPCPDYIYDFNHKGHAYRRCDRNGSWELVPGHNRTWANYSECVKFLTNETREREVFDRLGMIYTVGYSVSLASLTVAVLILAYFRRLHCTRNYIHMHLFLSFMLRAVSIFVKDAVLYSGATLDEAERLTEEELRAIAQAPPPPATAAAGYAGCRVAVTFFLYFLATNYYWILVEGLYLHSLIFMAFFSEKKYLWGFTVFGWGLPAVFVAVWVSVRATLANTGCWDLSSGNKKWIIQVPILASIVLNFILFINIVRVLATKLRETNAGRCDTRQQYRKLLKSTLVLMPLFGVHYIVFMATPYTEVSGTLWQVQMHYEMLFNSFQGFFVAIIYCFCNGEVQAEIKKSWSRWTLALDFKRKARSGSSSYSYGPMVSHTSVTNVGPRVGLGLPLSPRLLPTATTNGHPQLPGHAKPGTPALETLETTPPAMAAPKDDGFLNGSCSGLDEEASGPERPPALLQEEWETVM
#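 HEK-293-derived GP2 cells expressing PTHR1 and a GloSensor cAMP reporter, 3,000/well, plated overnight, given luciferin plus IBMX (each 0.5 mM as added) for 1 h at 37 °C, then compound for 1 h at 37 °C. Luminescence was read after 15 min at room temperature.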
# aSyn rescue = qHTS of alpha-syn Inhibitors; Potency, µM (titrated, usually from 46.1 µM), for inactives: top-dose growth rescue (activation), hits mostly activators; 370,000 tested, 0.14% active; Yeast expressing alpha-synuclein, growth rescue, BacTiter-Glo, 24 h; AID 652106, 2013; also: % of control where 0% means no effect; nearly all actives have a fitted effect of over 65% in size
#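 Rescue of yeast growth: cells expressing toxic alpha-synuclein, induced in galactose at OD600 0.02, incubated with compound 24 h at 30 C. ATP luminescence quantified growth; inhibitors of toxicity appear as activators.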
# EPAC2 antag = qHTS for Antagonist of cAMP-regulated guanine nucleotide exchange factor 2 (EPAC2): primary screen. EPAC2 GEF exchange of Rap1B-BODIPY-GDP, fluorescence. 360,000 tested, 0.18% active. AID 720708, 2013. Potency, µM (series often up to 114 µM), without a hit: top-dose activity, negative = inhibition, actives largely listed as inhibitors. Rap guanine nucleotide exchange factor 4 (Homo sapiens), Q8WZA2; also: % is scaled to controls: 0 for no effect and ±100 for the full control effect; nearly all actives have a fitted effect of over 45% in size; many of its hits are not listed in these tables
# EPAC1 antag = qHTS for Antagonist of cAMP-regulated guanine nucleotide exchange factor 3 (EPAC1): primary screen; Rap guanine nucleotide exchange factor 3 (Homo sapiens), O95398; EPAC1 GEF assay, Rap1b-BODIPY-GDP exchange fluorescence; Potency, µM (doses to about 115 µM), for inactives: top-dose activity change, negative = inhibition, usual class: inhibitors; 360,000 tested, 0.14% active; AID 720709, 2013;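 also: plate controls were vehicle for no effect and positive control for full effect; nearly all actives have a fitted effect of over 50% in size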
# EPAC1 agonist = qHTS for Agonist of cAMP-regulated guanine nucleotide exchange factor 3 (EPAC1): primary screen; EPAC1 agonist qHTS, biochemical assay; response scale: 100% = response to 6.5 mM cAMP; 360,000 tested, 0.073% active; AID 720707, 2013; Potency, µM (top dose mostly 154 µM), inactives show top-dose activation, usual class: activators; Rap guanine nucleotide exchange factor 3 (Homo sapiens), O95398; also: nearly all actives have a fitted effect of over 60% in size
#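 Multi-concentration qHTS readout: loss of Rap1B-bound BODIPY-GDP fluorescence driven by 100 nM EPAC1 with excess GDP (50 uM), monitored kinetically at room temperature; agonist response expressed relative to 6.5 mM cAMP.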
# The depositor's hits bear a star; i = inactive; ? = inconclusive; . = no result given; [ ] = another dose, or the depositor's remark. Calls follow the shape of the dose curve; as a rule, active = well fitted curve in the direction sought with a large enough effect; inconclusive = small, poorly fitted or top-dose-only effect, or another doubt; inactive = no such curve, though single readings can be large; an effect the other way counts as inactive or inconclusive. Potency is read from the fitted curve at half-maximal effect.
no.	Compound	aSyn rescue	TDP43 rescue	PTHR1 agonist	EPAC1 agonist	EPAC2 agonist	EPAC2 antag	FUS suppressor	EPAC1 antag
1	CC(=O)Nc1ccc(S(=O)(=O)N2CCN(CC(=O)NC3CCCC3)CC2)cc1	0.4%	-2.0%	-2.9%[57.5 µM]	2.4%	8.6%	13.7%	2.7%	12.8%
2	O=C(Nc1scc(-c2ccc(Br)cc2)c1C(=O)O)c1ccccc1F	14.1%	-44.9%[inhibitor]	-20.1%	-6.9%	-2.9%	-13.2%	-12.5%	-0.6%
3	O=C(C1CCN(S(=O)(=O)c2ccccc2F)CC1)N1CCc2ccccc2C1	1.4%	0.0%	-20.7%	10.2%	0.6%	-3.9%	21.2%	2.9%
4	O=C(NCC(=O)N(CC1CCCO1)C(C(=O)NC1CCCCC1)c1ccccc1)c1ccco1 (configuration not stated)	1.1%	5.5%	i	2.0%	7.5%	-3.5%[57.1 µM]	-16.5%	-4.8%
5	COc1cc(C(=O)NCc2nnc(SCC(=O)c3ccc(Cl)cc3)o2)cc(OC)c1OC	4.7%	8.5%	-10.0%	4.3%	10.9%	-3.3%	?	-7.3%
6	CCOc1ccc(N2CC(C(=O)Nc3nnc(Cc4ccc(OC)cc4)s3)CC2=O)cc1 (configuration not stated)	1.9%	?	-9.6%	3.1%	-2.3%	31.8%[activator]	19.1%	-4.8%
7	Nc1cc(=O)[nH]c(SCCOc2ccccc2)n1	0.8%	-15.7%[9.22 µM]	-13.2%	1.0%	-17.1%	1.1%	14.9%	-10.7%
8	CN(C)CCCN1C(=O)c2oc3ccc(Cl)cc3c(=O)c2C1c1cccnc1 (configuration not stated)	2.1%	6.6%	-16.6%	0.3%	-6.3%	2.4%	2.6%	1.4%
9	Cc1c(Cl)cccc1NC(=S)NC1CC1	2.2%	?	i	-10.4%	3.9%	12.5%	-4.2%	-1.0%
10	CCC(C)(C(=O)NC1CCCC1)N(C(=O)CNC(C)=O)c1ccccc1 (configuration not stated)	-0.2%	-3.3%	-0.9%[57.5 µM]	-8.4%	-3.4%	8.3%	16.1%	-1.1%
11	O=C(COC(=O)c1ccc(S(=O)(=O)N2CCOCC2)cc1)Nc1ccccc1F	-5.9%	-4.6%	14.6%	-13.0%	-6.4%	16.4%	-56.4%	-19.1%
12	CCCCn1c(N)c(N(CC)C(=O)c2cc(Br)ccc2Cl)c(=O)[nH]c1=O	0.2%	-8.8%	i	-1.1%	-3.1%	-5.3%	20.3%	13.5%
13	O=C(OCC(=O)N1CCc2ccccc21)[C@@H]1CC(O)CN1S(=O)(=O)c1ccccc1[N+](=O)[O-] (some centres not stated)	1.5%	15.2%	-4.8%	-7.0%	-11.9%	2.4%	.	0.9%
14	COc1ccc(-c2nn(-c3ccccc3)cc2C(=O)N2CCOCC2)cc1	0.3%	-6.7%	i	2.0%	6.1%	8.7%	-3.1%	5.6%
15	CCOC(=O)c1cn(-c2ccc(F)c(F)c2F)c2c(F)c(F)c(F)cc2c1=O	1.3%	5.9%	-63.2%[inhibitor]	-6.9%	-1.7%	4.5%	?	1.2%

# Molecules from the list above containing an aryl methoxy group, in the order listed:
no.	Compound	aSyn rescue	TDP43 rescue	PTHR1 agonist	EPAC1 agonist	EPAC2 agonist	EPAC2 antag	FUS suppressor	EPAC1 antag
5	COc1cc(C(=O)NCc2nnc(SCC(=O)c3ccc(Cl)cc3)o2)cc(OC)c1OC	4.7%	8.5%	-10.0%	4.3%	10.9%	-3.3%	?	-7.3%
6	CCOc1ccc(N2CC(C(=O)Nc3nnc(Cc4ccc(OC)cc4)s3)CC2=O)cc1 (configuration not stated)	1.9%	?	-9.6%	3.1%	-2.3%	31.8%[activator]	19.1%	-4.8%
14	COc1ccc(-c2nn(-c3ccccc3)cc2C(=O)N2CCOCC2)cc1	0.3%	-6.7%	i	2.0%	6.1%	8.7%	-3.1%	5.6%

# More results follow:
no.	Compound	aSyn rescue	TDP43 rescue	PTHR1 agonist	EPAC1 agonist	EPAC2 agonist	EPAC2 antag	FUS suppressor	EPAC1 antag
16	Cc1sc2ncnc(OCC(=O)NCC3CCCO3)c2c1C (configuration not stated)	-1.4%	-10.6%	-22.0%	1.2%	6.0%	11.1%	9.0%	13.2%
17	COCCNC(=O)c1cc(S(=O)(=O)N2CCC3(CC2)OCCO3)ccc1F	2.2%	21.1%	-22.3%	-3.4%	-14.4%	-5.3%	-13.7%	15.6%
18	COC(=O)[C@H](Cc1ccccc1)NC(=O)Cn1cnc(C(=O)Nc2ccc(C)c(C)c2)n1	-1.2%	9.8%	i	-15.0%	4.1%	-11.8%	9.0%	-6.5%
19	N#Cc1nc(-c2ccc(F)cc2)oc1N1CCC(C(N)=O)CC1	-9.2%	26.9%	-27.1%	0.4%	1.2%	-7.6%	-28.9%	-23.6%
20	C/C(=N\NC(=O)CC1(C)OCCO1)c1cccs1	-8.1%	0.5%	-25.6%	8.8%	8.7%	7.3%	.	-2.7%
21	CCOC(=O)N1CCN(C(=O)COc2ccc(Br)cc2Cl)CC1	10.7%	?	i	-3.2%	-10.5%	2.6%	29.3%	3.6%
22	CC(C)c1cccc(-c2csc(C(C)(O)c3ccc(F)c(F)c3)n2)c1 (configuration not stated)	-22.5%	-92.3%[inhibitor]	-0.8%	-11.9%	-6.2%	?	10.9%	?
23	CCOc1ccc(NC(=O)c2ccco2)cc1S(=O)(=O)N1CCCC1	-0.5%	26.2%	-0.1%	-10.4%	12.0%	9.1%	.	0.6%
24	Cc1ccc(N2CCN(C(C(=O)Nc3c(C)cccc3C)c3ccccc3OC(F)(F)F)CC2)cc1 (configuration not stated)	-15.4%	-2.8%	-12.2%	-8.4%	-9.3%	3.2%	?	-24.3%
25	O=C(Cn1nc(-c2ccco2)ccc1=O)Nc1cc(Cl)ccc1Cl	13.1%	12.6µM*	i	-2.5%	-3.0%	-3.8%	15.9%	10.5%
26	CCN(CC)S(=O)(=O)c1ccc2[nH]c(=O)cc(C(=O)Nc3cccc(C(C)=O)c3)c2c1	1.4%	16.9%	i	-18.0%	-16.1%	-6.5%	-16.9%	-4.0%
27	C(=C\c1ccccc1)/CN1CCN(C(c2ccccc2)c2nnnn2Cc2ccccc2)CC1 (configuration not stated)	0.5%	16.7%	-5.0%	-3.9%	8.5%	0.6%	18.4%	-14.2%
28	CN(C[C@H](CC1CCCCC1)N(C[C@H](Cc1ccccc1)N(CCc1ccccc1)N=O)N=O)N=O	-1.6%	2.4%	-24.1%	3.3%	17.0%	-3.1%	31.5%	-14.0%
29	COCC(=O)Nc1ccc(-c2cn3cccnc3n2)cc1	1.1%	-22.8%	5.7%	-0.2%	-8.2%	13.6%	9.8%	9.1%
30	COc1ccc(S(=O)(=O)N2CCOCC2)cc1NC(=O)CCc1c[nH]c2ccccc12	3.6%	9.0%	-24.2%	-67.1%[inhibitor]	-6.6%	-9.9%	13.5%	?
31	COc1ccc(S(=O)(=O)N2CCCCC2)cc1NC(=O)c1ccc(CS(C)(=O)=O)cc1	1.7%	4.6%	?	-1.5%	2.5%	0.6%	7.1%	3.8%
32	O=C(CCNS(=O)(=O)c1ccc(OC(F)(F)F)cc1)NCCc1c[nH]c2ccccc12	0.2%	14.9%	-13.5%	-16.2%	-7.3%	-11.7%	.	-15.0%
33	COc1cccc(CCNC(=O)c2cc(COc3ccc(C)c(C)c3)on2)c1OC	-1.4%	0.0%	-32.6%[inhibitor]	10.4%	17.6%	-8.7%	38.0%	-1.0%
34	Cc1cc(-c2ccccc2)n(-c2ccc(C(N)=O)cc2)n1	-1.1%	0.1%	i	9.9%	18.5%	-0.8%	-1.7%	4.5%
35	O=C1c2[nH]nc(-c3ccccc3O)c2C(c2ccc(F)cc2)N1Cc1ccco1 (configuration not stated)	5.5%	26.6%	-6.6%[57.5 µM]	?	10.5%	-18.4%	44.7µM*	?
36	O=C1/C(=C/c2cccnc2)SC(=S)N1N1CCOCC1	5.1%	4.0%	-15.7%	5.0%	5.5%	6.7%	-26.7%	-15.8%
37	Cc1c(CC(=O)O)c(=O)oc2cc3occ(-c4ccc(F)cc4)c3cc12	7.5%	-8.8%	-27.5%	3.1%	9.8%	-5.5%	1.9%	15.9%
38	Cc1ccc(S(=O)(=O)N2CCCCC2)cc1NC(=O)C1CCN(C(=O)OC(C)(C)C)CC1	-0.1%	4.1%	-3.7%	-1.0%	3.5%	9.6%	6.2%	12.9%
39	CCOc1ccc(C2c3[nH]c4ccccc4c3CCN2C(=O)Cn2cncn2)cc1 (configuration not stated)	-0.2%	-1.6%	-11.7%	-4.4%	0.5%	-10.4%	29.2%	-13.2%
40	CC(NC(=O)C1CCCC1)c1ccccc1 (configuration not stated)	-0.4%	-6.4%	i	3.4%	4.1%	11.6%	-19.9%	-5.4%
41	C#CCNC(=O)C1=C[C@H](c2ccc(C(F)(F)F)cc2)[C@@H](CCCO)[C@H](OCC)O1	-0.9%	0.3%	i	-3.3%	1.4%	4.3%	?	-17.6%
42	Cc1cc2ccccc2n1CCNC(=O)c1ccc(S(=O)(=O)N2CCCCC2)cc1	-10.9%	0.0%	i	0.6%	19.8%	1.1%	?	9.1%
43	CCCc1c(C(=O)OCC)[nH]c2c1C(=O)CCC2	-5.5%	?	-1.1%	2.9%	6.8%	-14.3%	-15.5%	-2.4%
44	Cc1cc(Br)cc(Br)c1OCC(=O)NNC(=O)c1ccoc1C	2.4%	14.8%	-4.2%	-2.3%	-10.5%	-4.5%	19.9%	3.5%
45	COC(=O)c1ccccc1NC(=O)CN1C(=O)COc2ccccc21	2.3%	19.5%	i	.	.	.	-12.6%	.
46	COC(=O)C(C)SC1=N/C(=C/c2ccc(-n3cncn3)cc2)C(=O)N1 (configuration not stated)	-5.6%	9.0%	-14.0%	-12.6%	-1.6%	-9.7%	-15.1%	-16.1%
47	Cc1cnc(C(=O)OCC(=O)N=c2sccn2Cc2ccccc2Cl)cn1	0.5%	-6.2%	-25.0%	-0.6%	6.2%	-0.9%	14.3%	7.3%
48	Cc1ccc(NC(=O)CN(C)C(=O)CSc2nc(C)cc(C)n2)cc1	-9.1%	19.3%	i	0.1%	5.2%	4.9%	.	3.5%

# This is a subset, so the mix of outcomes need not match the whole.
